Source: PubChem (Broad Institute)
miR-122 sensor: miR-122 Renilla sensor signal increase in Huh7, primary screen, miR-122 inhibitor project, cell-based, single point, plate reader. Huh7 miR-122 Renilla luciferase sensor, 48 h; neutral wells = 0, positive control = 100. activation (reporter increase), % at 12.5 µM. 340,000 tested, 0.3% active;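 active means mean replicate activation score at least 90 and every replicate individually at or above 90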;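 further: higher luciferase means less miR-122 activity so hits act as miR-122 inhibitors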
FN deposition inh: inhibitors of fibronectin matrix deposition, primary screen, AH1F cells, Alexa488-fibronectin fluorescence, plate reader; AH1F fibroblasts, overnight; inhibition, % at 12.6 µM; 350,000 tested, 0.086% active; AID 743247, 2014;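 active means mean inhibition across replicates of 30% or more, regardless of how many single replicates reach that level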;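 further: positive control wells lacked labelled fibronectin entirely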
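Assay system: AH1F fibroblasts assembling fluorescent fibronectin matrix; Amount: 10000 AH1F cells per well; Buffer or medium: DMEM, 2% serum; Probe or stimulus: Alexa488-fibronectin, 24 nM final in well; Doses: single compound dose, delivered by pin transfer; Incubation: 1 h adhesion, overnight exposure; Measured by: fluorescence 485/525 nm; Read-out: fibronectin deposition inhibition.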
Casp6 inh: human caspase-6 inhibitors, primary screen, biochemical, VEID-R110 fluorescence, single point, set 2 | P55212 | purified caspase-6, Z-VEID-R110 cleavage fluorescence | inhibition, % at 12.5 µM | 350,000 tested, 0.53% active | AID 686996, 2013;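 active means mean inhibition across replicates at least about 35%, with every replicate also reaching that limit, limit read from the data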;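 further: 0% = median of neutral control wells and 100% = no fluorescence left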
Target sequence (P55212 24-179 limits assumed): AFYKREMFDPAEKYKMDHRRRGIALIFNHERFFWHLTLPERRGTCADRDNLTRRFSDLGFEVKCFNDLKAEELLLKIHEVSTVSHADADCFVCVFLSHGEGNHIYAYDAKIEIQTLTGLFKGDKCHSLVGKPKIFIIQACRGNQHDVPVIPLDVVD
Target sequence (P55212 194-293 limits assumed): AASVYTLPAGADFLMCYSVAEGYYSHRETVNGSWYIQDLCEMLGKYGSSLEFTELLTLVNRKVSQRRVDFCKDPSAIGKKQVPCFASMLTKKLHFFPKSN
PGC1a acetyl inh: inhibitors of PGC1a acetylation signal, primary screen, cell-based, U2OS, AlphaScreen, inhibitor mode; AlphaScreen anti-acetyl-lysine; with virally co-expressed GCN5 acetyltransferase; inhibition, % at 15.6 µM; 350,000 tested, 0.17% active; AID 651687, 2012;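 active means every replicate shows inhibition of at least 40%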;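 further: 0% = neutral control wells and 100% = positive control wells; some results beyond the cut were filed as inactive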
PAX8 reporter: inhibitors of PAX8-driven TPO luciferase reporter, primary screen, RMG-I cells, single concentration; SteadyGlo, 24 h; 360,000 tested, 1.2% active; inhibition, % at 12.6 µM; AID 652154, 2013;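 active means mean replicate inhibition at least 60% with every replicate also reaching 60%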;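 further: luciferase light reporting Pax8 driven TPO promoter activity; plate controls were median of neutral control wells for no effect and mitoxantrone controls for full effect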
EWS-Fli inh: EWS/Fli-driven NR0B1 reporter inhibitors, primary screen, A673 cells, NR0B1 luciferase, luminescence, MLPCN library. inhibition, % at 12.6 µM. viability-normalised. 350,000 tested, 0.67% active;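 active means mean inhibition of at least 50% after viability correction, with every replicate also passing that limit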;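 further: firefly luciferase signal divided by Alamar Blue viability fluorescence both relative to DMSO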
LGR2 antag: inhibitors of bursicon-induced LGR2 CRE-luciferase signal, primary screen, cell-based, HEK293, CRE-luciferase reporter, bursicon stimulation; Drosophila bursicon receptor LGR2 (rickets); bursicon-stimulated, 4 h; inhibition, % at 9.99 µM; 380,000 tested, 0.35% active; AID 720647, 2013;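 active means drop in luminescence signal, shown as inhibition above about 50% in the replicate tests, limit read from the data, passing the limit was not always enough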;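 further: agonist challenge used bursicon conditioned medium at about half maximal strength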
Cneo AK release: Cryptococcus neoformans cell lysis inducers, primary screen, AK release luminescence, single concentration. C. neoformans lysis, adenylate kinase release luminescence, 4 h; normalised: neutral wells 0, clomiphene wells 100. lysis activity, % at 15 µM. 360,000 tested, 0.2% active. AID 651654, 2012;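 active means mean lysis activity across replicates of at least 80%, whatever share of replicates individually reach that level; inactive means mean lysis activity below 80%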
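Schedule: static 4 h at 37 °C with compound, 1 h detection; system: C. neoformans cells; benchmarks: Clomiphene as positive control; buffer or medium: fresh YPD medium; measure: luminescence rise reflecting yeast cell lysis; measured by: luminescent adenylate kinase detection reagent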
The depositor's hits bear a star; [ ] = dose if it differs, or a comment. Rows were taken by chance; about 2.5% have a hit in one of these screens.

`COc1ccc(NC(=O)N(C)C[C@@H]2OCCCC[C@@H](C)Oc3ccc(NC(=O)CCCN(C)C)cc3C(=O)N([C@@H](C)CO)C[C@H]2C)cc1` gave miR-122 sensor 8.1[16.7 µM], Casp6 inh 0.6, PGC1a acetyl inh 2.8, PAX8 reporter 12.6, EWS-Fli inh -2.1, LGR2 antag -2.6 and Cneo AK release -4.0.
CCOc1ccc(N(CC(=O)Nc2ccccc2C(=O)N2CCCC2)S(C)(=O)=O)cc1 was read as miR-122 sensor 4.5, FN deposition inh 2.3, Casp6 inh -6.8, PAX8 reporter 6.0, EWS-Fli inh -1.1, LGR2 antag -2.9 and Cneo AK release 1.3.
CN(CC(=O)Nc1cccc(F)c1)C(=O)CSc1nc2ccccc2s1 was read as FN deposition inh 0.7, Casp6 inh -9.4, PAX8 reporter 3.2, EWS-Fli inh -3.5 and LGR2 antag -11.9.
For CCN(CC(=O)Nc1cc(Cl)ccc1C)c1ncnc2sc(C)c(C)c12 the results were miR-122 sensor -8.5, FN deposition inh -14.8, Casp6 inh 1.7, PAX8 reporter 21.5, EWS-Fli inh 0.3 and LGR2 antag -5.4.
Screening Cc1noc(C)c1COC(=O)CCN1c2ccccc2Sc2ccccc21 returned miR-122 sensor 6.6, FN deposition inh -3.2, PGC1a acetyl inh 9.7, PAX8 reporter 0.3 and Cneo AK release -4.6.
`Cc1cc(O)c(NC(=O)c2ccco2)cc1C` gave miR-122 sensor -3.3, PGC1a acetyl inh -12.8, PAX8 reporter -81.2 and Cneo AK release -1.3.
Screening N#Cc1ccccc1S(=O)(=O)N1CCN(C(=O)CCC2CCCC2)CC1 returned miR-122 sensor -5.8, FN deposition inh 3.5, Casp6 inh -2.8, PGC1a acetyl inh 5.5, PAX8 reporter 6.3, EWS-Fli inh 2.9, LGR2 antag 5.2 and Cneo AK release 1.2.
Screening CN(C)C(=O)Cn1c(SCC(=O)Nc2ccc3c(c2)OCO3)nc2ccccc21 returned miR-122 sensor 10.3, PGC1a acetyl inh -6.2, LGR2 antag -2.1 and Cneo AK release 5.4.
Screening Cn1c(SCC(=O)Nc2ccccc2F)nnc1-c1ccc(S(=O)(=O)N2CCOCC2)cc1 returned miR-122 sensor 0.7, FN deposition inh 2.8, PGC1a acetyl inh -2.5 and Cneo AK release -0.5.
`Cn1nnc(NC(=O)c2cccc(OCc3ccccc3)c2)n1` gave miR-122 sensor 0.3, FN deposition inh 14.9, PGC1a acetyl inh 44.5 and Cneo AK release -4.3.
`O=C(N/N=C/c1cccc([N+](=O)[O-])c1)c1cccc(Br)c1` gave Casp6 inh 0.8, PAX8 reporter 5.8, EWS-Fli inh 2.7 and LGR2 antag 4.4.
For Cc1cc(C)n2nc(C)c(-c3ccccc3)c2n1 the results were FN deposition inh -4.8, Casp6 inh -0.1, PAX8 reporter 3.4, EWS-Fli inh 8.2 and LGR2 antag -0.8.
COc1ccc(CC(=O)NNc2ncnc3c2cnn3-c2ccc(C)cc2)cc1 was read as miR-122 sensor -5.9, FN deposition inh 5.9, PGC1a acetyl inh -5.0, PAX8 reporter 4.0, LGR2 antag -17.1 and Cneo AK release 8.6.
O=C1NN=C(c2ccccc2)CC1c1c[nH]c2ccccc12 (configuration not stated) was read as FN deposition inh 4.6, Casp6 inh 24.2, PAX8 reporter 24.2, EWS-Fli inh 10.0 and LGR2 antag -1.5.
`Cc1ccc(-n2nnc3c(=O)oc4ccccc4c32)cc1` gave miR-122 sensor -11.1, PGC1a acetyl inh -6.1, LGR2 antag -6.9 and Cneo AK release -1.5.

In the list so far, two have fluorine:
CN(CC(=O)Nc1cccc(F)c1)C(=O)CSc1nc2ccccc2s1 was read as FN deposition inh 0.7, Casp6 inh -9.4, PAX8 reporter 3.2, EWS-Fli inh -3.5 and LGR2 antag -11.9.
Screening Cn1c(SCC(=O)Nc2ccccc2F)nnc1-c1ccc(S(=O)(=O)N2CCOCC2)cc1 returned miR-122 sensor 0.7, FN deposition inh 2.8, PGC1a acetyl inh -2.5 and Cneo AK release -0.5.

(list continues)
Screening NC(=O)C1CCN(c2nc(-c3cccc(N)c3)cs2)CC1 returned miR-122 sensor -3.5, FN deposition inh -5.4, PGC1a acetyl inh -2.8, PAX8 reporter -218.2, EWS-Fli inh -137.6, LGR2 antag -60.0 and Cneo AK release 1.5.
Screening COc1cc(COc2ccc3c(C)c(CCC(=O)O)c(=O)oc3c2)cc(OC)c1OC returned miR-122 sensor -4.4, FN deposition inh 0.8, Casp6 inh -0.3, PGC1a acetyl inh 1.0, PAX8 reporter 14.2, EWS-Fli inh -13.2, LGR2 antag 0.4 and Cneo AK release 0.7.
CO[C@@H]1CN(C)C(=O)c2ccc(NC(=O)Nc3cccc(F)c3)cc2OC[C@@H](C)N(C(=O)C2CC2)C[C@H]1C was read as miR-122 sensor 8.1[16.7 µM], FN deposition inh -14.7, PGC1a acetyl inh -13.7, EWS-Fli inh 0.5 and LGR2 antag 16.5.
COc1cc2c(=O)n(CCC(=O)NCC3CCCO3)c(=O)n(CC(=O)Nc3ccc(C)cc3C)c2cc1OC (configuration not stated) was read as FN deposition inh -4.8, Casp6 inh -1.7, PAX8 reporter 2.3, EWS-Fli inh -6.1, LGR2 antag 13.8 and Cneo AK release 2.5.
Screening COc1ccc(-c2cnc(N)n2C)cc1 returned miR-122 sensor -6.9, FN deposition inh 3.5, Casp6 inh 0.3, PAX8 reporter -3.1, EWS-Fli inh -1.8, LGR2 antag 8.3 and Cneo AK release 0.3.
`CC(=O)Nc1ccc(NC(=O)CSc2nnc(-c3ccco3)o2)cc1` gave miR-122 sensor 0.5, FN deposition inh 3.1, Casp6 inh -2.2, PGC1a acetyl inh -4.6, PAX8 reporter 8.9, EWS-Fli inh -2.8, LGR2 antag 2.1 and Cneo AK release -0.9.
`C[C@H]1CN([C@@H](C)CO)C(=O)c2cc(-c3cccc(C#N)c3)cnc2O[C@H]1CN(C)C(=O)C1CCOCC1` gave miR-122 sensor 26.7[16.7 µM], FN deposition inh -10.1, Casp6 inh 1.9, PGC1a acetyl inh 3.0, PAX8 reporter 5.2, EWS-Fli inh -6.2, LGR2 antag -5.8 and Cneo AK release -0.3.
`C[C@@H]1CN([C@@H](C)CO)C(=O)Cc2cc(N(C)C)ccc2O[C@H]1CN(C)CC1CCCCC1` gave miR-122 sensor 11.8[16.7 µM], Casp6 inh 1.0, PGC1a acetyl inh -10.9, PAX8 reporter 7.2, EWS-Fli inh 1.3 and Cneo AK release -11.6.
For CN(C(=O)COC(=O)CSCc1cccc(Cl)c1)c1c(N)n(Cc2ccccc2)c(=O)[nH]c1=O the results were miR-122 sensor -8.1, FN deposition inh 0.7, Casp6 inh -1.9, PGC1a acetyl inh 5.0, PAX8 reporter 13.9, EWS-Fli inh 1.8, LGR2 antag 5.9 and Cneo AK release 5.6.
Screening Cc1ccn2c(CNCc3cnn(C)c3)c(C(=O)N3CCCCCC3)nc2c1 returned miR-122 sensor -0.2, FN deposition inh -0.2, Casp6 inh -5.1, PGC1a acetyl inh -13.6, PAX8 reporter -3.8, LGR2 antag -1.9 and Cneo AK release -4.4.
Screening O=C(C[C@@H]1CC[C@H](NC(=O)CN2CCOCC2)[C@H](CO)O1)NC1CCC1 returned FN deposition inh -1.9, Casp6 inh -1.5, PGC1a acetyl inh 1.5, PAX8 reporter -0.8, EWS-Fli inh -2.3, LGR2 antag -20.1 and Cneo AK release -0.1.
For COP(=O)(OC)C(NC(=O)Nc1ccccc1)c1ccccc1 (configuration not stated) the results were FN deposition inh 5.4, Casp6 inh 0.1, PGC1a acetyl inh -1.6, PAX8 reporter -0.3, EWS-Fli inh 2.6 and LGR2 antag 28.5.
COCCn1c(SCC(=O)Nc2cccnc2Cl)nc2ccccc21 was read as miR-122 sensor 3.2, FN deposition inh 0.3, Casp6 inh 3.2, PGC1a acetyl inh 3.9, PAX8 reporter -0.3, EWS-Fli inh -9.3, LGR2 antag -11.5 and Cneo AK release -0.3.
For Cc1ccc(CN2CCN(CC(C)C)C(CCO)C2)s1 (configuration not stated) the results were FN deposition inh -11.7, Casp6 inh -1.5, PAX8 reporter -112.5, EWS-Fli inh -35.7 and LGR2 antag -40.3.
C[C@H](CO)N1C[C@H](C)[C@H](CN(C)C(=O)Nc2ccccc2)Oc2c(NC(=O)CCCCCC(=O)Nc3ccccc3N)cccc2C1=O was read as Casp6 inh 0.2, PGC1a acetyl inh 1.9, PAX8 reporter 21.0, EWS-Fli inh 7.4 and LGR2 antag -3.8.
Screening Cc1cnc(CNC(=O)c2csc(COCCO)n2)cn1 returned miR-122 sensor -1.9, FN deposition inh 9.9, Casp6 inh -2.4, PGC1a acetyl inh 10.0, PAX8 reporter -13.5, EWS-Fli inh -1.3, LGR2 antag -5.5 and Cneo AK release 0.5.
COc1ccc(-n2nnnc2CNC(=O)C2CC(=O)N(c3ccc(F)cc3)C2)cc1 (configuration not stated) was read as miR-122 sensor 2.9, FN deposition inh -1.1, Casp6 inh -1.8, PGC1a acetyl inh -23.5, PAX8 reporter 9.3, EWS-Fli inh 0.0, LGR2 antag 0.7 and Cneo AK release 1.2.
Screening CN1CCN(C(=O)C[C@@H]2C[C@H]3c4cc(NC(=O)Nc5ccc(F)cc5)ccc4O[C@H]3[C@@H](CO)O2)CC1 returned miR-122 sensor 1.0[16.7 µM], FN deposition inh 4.1, Casp6 inh 2.6, PGC1a acetyl inh -5.2, EWS-Fli inh -2.8, LGR2 antag -10.0 and Cneo AK release 19.6.
For CCOC(=O)c1sc(NC(=O)c2ccccc2C(=O)O)c(C(=O)OCC)c1C the results were FN deposition inh 3.9, Casp6 inh -2.6, PGC1a acetyl inh 1.0, PAX8 reporter -15.7, EWS-Fli inh -1.6 and LGR2 antag -7.1.
For Cc1ccc2nc(SCC(=O)NCc3ccccc3Cl)nc(=O)n2c1 the results were Casp6 inh -4.2, PAX8 reporter 3.3, EWS-Fli inh -7.0 and LGR2 antag 11.0.
C[C@H](O)C#Cc1ccc2c(c1)O[C@H](CN(C)CC1CC1)[C@@H](C)CN([C@@H](C)CO)S2(=O)=O was read as miR-122 sensor 3.1[16.7 µM], PGC1a acetyl inh -12.9, EWS-Fli inh 4.7 and LGR2 antag -13.7.
Screening O=C(NCC[C@@H]1CC[C@H](NS(=O)(=O)c2cccc(F)c2)[C@H](CO)O1)c1cnccn1 returned FN deposition inh -17.1, Casp6 inh -2.6, PGC1a acetyl inh -4.0, PAX8 reporter -2.4, EWS-Fli inh -5.0, LGR2 antag 5.8 and Cneo AK release 0.5.
C[C@@H]1CCCCO[C@@H](CN(C)C(=O)Nc2cccc3ccccc23)[C@H](C)CN([C@@H](C)CO)C(=O)c2cc(NC(=O)Nc3ccc(F)cc3)ccc2O1 was read as miR-122 sensor -13.7[16.7 µM], FN deposition inh -5.4, Casp6 inh 1.3, PGC1a acetyl inh -6.4, PAX8 reporter -15.4, EWS-Fli inh -3.1, LGR2 antag 4.8 and Cneo AK release -1.5.
COc1cccc(C#CC2=CC(=O)CC(C)(C)C2)c1 was read as miR-122 sensor -6.1, FN deposition inh 1.9, Casp6 inh -1.2, PAX8 reporter 14.5, EWS-Fli inh -62.1, LGR2 antag -28.2 and Cneo AK release -3.6.
